Assay outcomes deposited in PubChem BioAssay by several laboratories.
NS5 inhibitors – Dengue-2 NS5 methyltransferase inhibitors, primary screen, biochemical, confirmation dose response (AID 588689); one-dose inhibition, % at 25 µM; IC50 in µM for titrated hits; hit rate 0.3% among 340,000; Dengue-2 NS5 methyltransferase capping enzyme assay, biochemical; higher % means a stronger effect; in the data active = a potency from the dose series; inconclusive = inhibition above about 29% without an active follow-up result
HIV fusion peptide – inhibitors of HIV fusion peptide binding, primary screen, biochemical, uHTS, fluorescence dequenching (AID 1986) | cell-free peptide binding, fluorescence dequenching, 30 min; higher % means a stronger effect | inhibition, % at 20 µM, or IC50 in µM where a hit was titrated | hit rate 0.3% among 290,000; in the data active = inhibition mostly above about 52%, no sharp cut-off; inactive = mostly below about 76%; note: some results filed as inactive read as strong as hits
RSV CPE inhibition – RSV antiviral activity via CPE protection, HEp-2 cells, primary 10 µM value included (AID 2391). hit rate 0.13% among 310,000. HEp-2 cells, RSV-induced CPE inhibition; higher % means a stronger effect. one-dose CPE inhibition, % at 10 µM; IC50 in µM for titrated hits; in the data active = a potency from the dose series; inconclusive = CPE inhibition mostly from about 23% at the one dose, without a potency; inactive = the rest, 99 in 100 with CPE inhibition below about 21%; note: strong numbers were not always called active
Salmonella PhoP GFP – inhibitors of PhoP regulon expression, primary screen, Salmonella Typhimurium, GFP reporter (AID 1863). S. Typhimurium PhoP-regulated promoter GFP reporter, 4 h; higher % means a stronger effect. inhibition, % at 50 µM, or IC50 in µM where a hit was titrated. hit rate 0.16% among 300,000;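 active = inhibition over 29.93%, a cutoff 3 SD above the screen mean, later confirmed by dose response; inconclusive = inhibition over 29.93% but no dose response follow-up; inactive = inhibition at most 29.93% or unconfirmed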;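 note: 0% = low Mg2+ inducing control and 100% = high Mg2+ repressing control; strong numbers were not always called active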
GPR35 antagonists – GPR35 antagonists blocking zaprinast-driven arrestin recruitment, primary screen, imaging, U2OS, beta-arrestin-GFP, zaprinast agonist (AID 2058) | G-protein coupled receptor 35 (Homo sapiens) | U2OS GPR35 beta-arrestin-GFP translocation imaging, zaprinast antagonism; higher % means a stronger effect | inhibition, % at 10 µM; hits with a dose series show IC50 in µM | hit rate 0.052% among 290,000;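 active = inhibition of at least 50% with at least 30 cells and total cytoplasm GFP at most 10,000,000; inconclusive = under 30 cells or total GFP of 10,000,000 plus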
MgcRacGAP inhibition – MgcRacGAP GTPase-activating activity inhibitors, confirmation, biochemical, ADP Hunter fluorescence | one-dose inhibition, % at 30 µM; IC50 in µM for titrated hits | hit rate 0.6% among 340,000 | Rac GTPase-activating protein 1 (Homo sapiens) | MgcRacGAP-stimulated Rac1 GTP hydrolysis, ADP Hunter fluorescence; higher % means a stronger effect; GST-tagged Rac1 F28L mutant substrate;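 active = first-screen hits whose inhibition reached a set limit at any dose in the follow-up dose series; inconclusive = inhibition above the set first-screen limit but never retested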;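 note: fluorescence reports GDP produced by GAP-driven GTP hydrolysis; strong numbers were not always called active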
K1F lysis inhibition – inhibition of K1F phage lysis, E. coli UTI89, bacterial capsule biogenesis inhibitors, alamar blue (AID 488966) | inhibition, % at 100 µM, or IC50 in µM where a hit was titrated | hit rate 0.02% among 340,000 | E. coli UTI89 K1F phage lysis, alamar blue, 2 h; higher % means a stronger effect;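 active = phage lysis inhibition, versus mean bacterial control, above a set limit; inconclusive = no clear call, values can overlap the other calls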;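 note: capsule biogenesis inhibitors block K1F phage lysis so surviving cells raise fluorescence; higher fluorescence means more inhibition of phage lysis; actives were called in the ten point dose series up to 300 µM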
GPR55 antagonists – GPR55 antagonists blocking LPI-driven arrestin recruitment, primary screen, imaging, U2OS, beta-arrestin-GFP, LPI agonist (AID 2013) | G-protein coupled receptor 55 (Homo sapiens) | U2OS GPR55 beta-arrestin-GFP translocation imaging, LPI antagonism; higher % means a stronger effect | inhibition, % at 10 µM; hits with a dose series show IC50 in µM | hit rate 0.13% among 290,000;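 active = spots per cell inhibited over 60%, with over 100 cells counted and total cytoplasm intensity under 500,000; inconclusive = wells with under 100 cells, flagged as likely toxic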;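 note: U2OS cells stably carrying GPR55 and arrestin-GFP stimulated by 5 µM LPI near EC80; imaged beta-arrestin-GFP aggregate spots per cell after agonist stimulation; plate controls were LPI-stimulated DMSO wells for no effect and DMSO wells without LPI for full effect; some results filed as inactive read as strong as hits; confirmed hits need IC50 under 10 µM and bright autofluorescent wells are also inconclusive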
Large T inhibition – SV40 large T antigen inhibitors, biochemical (AID 1903). SV40 large T antigen ATPase/helicase inhibition assay; higher % means a stronger effect. one-dose inhibition, % at 20 µM; IC50 in µM for titrated hits. hit rate 0.39% among 310,000; in the data active = a potency from the dose series; inconclusive = inhibition mostly from about 32% at the one dose, without a potency; inactive = the rest, 99 in 100 with inhibition below about 32%; note: strong numbers were not always called active
Starred values were filed as active, the others as inactive; ? = inconclusive; / = no result given; [ ] = remark or other dose.

Sequence of screens: NS5 inhibitors	HIV fusion peptide	RSV CPE inhibition	Salmonella PhoP GFP	GPR35 antagonists	MgcRacGAP inhibition	K1F lysis inhibition	GPR55 antagonists	Large T inhibition
1. O=C(O)c1ccc2c(c1)C1C=CCC1C(c1ccncc1)N2 (centres undefined)
→ -11%	25%	1.8%	-6%	0%	10%	0.1%	12%	21%
2. CCc1ccc(NC(=O)C(=O)NCCN2CCN(C(=O)c3ccco3)CC2)cc1
→ -4%	0.7%	-0.6%	-2%	-2%	7%	0.0%	2%	9%
3. CCOc1ccc(NC(=O)CN2CCN(CC(=O)c3ccc(OCC)cc3)CC2)cc1
→ -10%	0.1%	/	5%	-3%	7%	-0.2%	-26%	10%
4. CCOc1ccc(C(=O)NNC(=O)CNC(=O)c2ccc(C)s2)cc1OC
→ -10%	/	1.8%	/	/	1%	0.9%[50 µM]	/	/
5. COC(=O)c1ccccc1Sc1c(/C=N/OC(=O)c2ccccc2)c(C(F)(F)F)nn1C
→ 3%	-3.5%	0.3%	-3%	-2%	8%	-0.2%	-14%	2%
6. Nc1nc(NCCO)nc(NCC2CCCO2)c1[N+](=O)[O-] (centres undefined)
→ -4%	0.0%	2.9%	-11%	2%	1%	1.7%[50 µM]	-7%	19%
7. Cn1nnnc1SCC(=O)NC(=O)Cc1ccccc1
→ 3%	0.7%	0.1%	8%	5%	7%	2.1%	0%	27%
8. COc1ccc(OCC(O)Cn2c(=N)n(Cc3ccccc3)c3ccccc32)cc1 (centres undefined)
→ 1%	-0.1%	?	14%	11%	2%	0.3%	3.6µM*	3%
9. COC(=O)c1c(NC(=O)CN(c2ccc(C)c(C)c2)S(C)(=O)=O)sc2c1CCCC2
→ 1%	-0.3%	4.3%	7%	5%	2%	3.0%[50 µM]	14%	16%
10. C=C(C)C(=O)Nc1cccc(C2=NOC3(C2)C[C@@H](C(N)=O)N(C(=O)/C=C/CC)C3)c1 (some centres undefined)
→ 7%	21%	-0.1%	-1%	-5%	3%	5.4%	4%	7%
11. O=[N+]([O-])c1cccc(/C=N/n2cnnc2)c1
→ -7%	0.8%	-0.9%	-1%	2%	2%	-0.5%	11%	0%
12. Nc1nonc1C(=O)NCCc1ccccc1
→ -5%	-2.4%	3.8%	22%	-9%	-5%	-1.9%	11%	-5%
13. COc1cc(/C=C(\C#N)C(=O)Nc2ccc3ccccc3c2)c([N+](=O)[O-])cc1OC
→ 4%	31%	2.9%	-14%	-9%	-10%	1.2%[50 µM]	-3%	7%
14. Cc1nn2c(N)c(C#N)cnc2c1-c1ccc(Cl)cc1
→ 0%	-1.1%	-0.3%	-10%	-4%	10%	0.5%	4%	6%
15. O=C(/C=C/c1ccccc1)NC(=S)Nc1ncccn1
→ -2%	-1.1%	0.7%	14%	6%	6%	-0.1%	5%	-5%

Later entries:
Sequence of screens: NS5 inhibitors	HIV fusion peptide	RSV CPE inhibition	Salmonella PhoP GFP	GPR35 antagonists	MgcRacGAP inhibition	K1F lysis inhibition	GPR55 antagonists	Large T inhibition
16. COc1ccc(Cl)cc1NC(=O)c1cc(-c2cc(C)ccc2O)n[nH]1
→ -2%	-4.0%	?	-1%	-6%	10%	0.6%[50 µM]	4%	3%
17. CN1C(=O)CSC1=NC12CC3CC(CC(C3)C1)C2
→ -6%	-1.3%	1.4%	-9%	18%	5%	0.3%	-2%	1%
18. COCCn1nnnc1C(c1ccccc1)N1CCN(c2ccccc2)CC1 (centres undefined)
→ -7%	0.3%	-2.0%	7%	16%	4%	0.7%	7%	2%
19. O=C1CN(CC(=O)N2CCOCC2)c2ccccc2O1
→ /	0.4%	1.2%	7%	15%	/	/	8%	0%
20. O=C(NCc1ccc(OC(F)(F)F)cc1)C1CC(c2ccccc2[N+](=O)[O-])=NO1 (centres undefined)
→ 1%	-0.2%	5.4%	7%	16%	5%	-0.5%	-22%	7%
21. O=C(NC1CC1)c1ccc(F)cc1Cl
→ 2%	-1.3%	2.1%	5%	14%	12%	1.8%	3%	8%
22. COc1ccc(C(=O)NCc2ccccc2)cc1Br
→ -11%	2.5%	1.4%	-3%	10%	6%	3.8%	-4%	-5%
23. O=c1cc(-c2ccc(O)cc2)oc2ccc(O)cc12
→ -6%	-1.3%	0.9%	-1%	0%	14%	1.9%[50 µM]	7%	13%
24. CCOc1ccc(C(=O)CSCCC(=O)O)cc1
→ 5%	0.1%	1.2%	-6%	-10%	15%	0.2%	5%	20%
25. Cc1ccc(CNC(=O)C2CCCN2C(=O)Nc2cccc(Cl)c2)cc1 (centres undefined)
→ 3%	1.9%	5.6%	3%	-2%	4%	-1.3%	4%	21%
26. O=C(CCCOc1ccccc1)N1CCN(c2ccccn2)CC1
→ 2%	-0.4%	1.3%	7%	-10%	12%	0.4%	4%	10%
27. COC(=O)c1cc(C(=O)OC)cc(S(=O)(=O)Nc2ccc(Cl)c(N)c2)c1
→ 1%	0.7%	-2.3%	-6%	-7%	14%	0.1%	11%	7%
28. O=S(=O)(Cc1ccccc1Cl)NCCc1ccccc1
→ -5%	-1.6%	2.5%	-5%	5%	1%	-0.1%	-4%	9%
29. CN(C)S(=O)(=O)c1ccc(C(=O)OCCCN=C2NS(=O)(=O)c3ccccc32)cc1
→ -5%	-1.8%	-0.4%	5%	0%	3%	-2.6%	5%	4%
30. COc1cccc(/C=N/n2c(C)nc3ccccc32)c1OC
→ -5%	-2.3%	17%	40%	-1%	6%	0.1%	-3%	5%

The list continues.
Sequence of screens: NS5 inhibitors	HIV fusion peptide	RSV CPE inhibition	Salmonella PhoP GFP	GPR35 antagonists	MgcRacGAP inhibition	K1F lysis inhibition	GPR55 antagonists	Large T inhibition
31. O=C(CSc1ncccc1C(=O)O)NCc1ccc(F)cc1
→ 0%	-3.0%	0.3%	-12%	-4%	12%	0.2%	2%	10%
32. COc1cc(CNCc2ccccc2)ccc1OCC(O)c1ccccc1 (centres undefined)
→ -2%	-0.1%	-2.0%	-5%	2%	23%	0.0%	6%	6%
33. COc1cccc(N2CCCn3c2nc2c3c(=O)n(CCN3CCOCC3)c(=O)n2C)c1
→ /	-1.4%	/	5%	7%	/	/	0%	3%
34. COc1cc(/C(C)=N/NC(=O)CSc2nc3ccccc3[nH]2)ccc1O
→ -5%	-2.7%	-3.2%	-4%	4%	?	1.5%[50 µM]	1%	23µM*
35. Cc1cc(C)c(S(=O)(=O)N2CCN(C(=O)C(C)Cn3nc(C)nc3C)CC2)c(C)c1 (centres undefined)
→ -8%	-2.0%	2.0%	0%	-16%	6%	0.1%	3%	10%
36. Cc1ccc(N=Nc2c(N)n[nH]c2N)cc1
→ -5%	-1.6%	2.0%	22%	-6%	?	0.1%	1%	25%
37. CC(=O)Oc1ccc(-c2nc3cc(Cl)ccc3c(=O)o2)cc1
→ 5%	0.9%	-0.2%	4%	-8%	12%	0.3%	10%	4%
38. CC(=O)Nc1ccc(C(=O)OCC(=O)N(c2ccccc2)C2CCS(=O)(=O)C2)cc1 (centres undefined)
→ -9%	/	0.8%	/	/	7%	0.4%[50 µM]	/	/
39. CCc1ccc(C2C(C#N)=C(N)N(N3CCOCC3)C3=C2C(=O)CC(C)(C)C3)s1 (centres undefined)
→ -2%	4.1%	0.0%	-3%	-2%	-1%	-3.7%	16%	5%
40. COc1cccc(OCCNC(=O)Nc2cc(F)c(F)cc2Cl)c1
→ -4%	2.2%	1.9%	2%	-4%	3%	1.0%	1%	4%
41. COc1ccccc1OCCSc1nc2ccccc2n1CC(O)CO (centres undefined)
→ -12%	-3.6%	3.0%	-2%	-8%	5%	0.1%	-8%	10%
42. COc1cc(NC(=S)N2CCCCC2C)c(OC)cc1Cl (centres undefined)
→ -10%	-0.6%	-1.3%	-4%	-7%	13%	1.0%	-1%	9%
43. COc1ccc(CCNc2cc(C)nc3c(-c4ccc(Cl)cc4)cnn23)cc1OC
→ 5%	-2.6%	3.8%	-1%	-20%	9%	3.6%	1%	6%
44. COc1ccccc1N1CCN(CCCNC(=O)Nc2ccccc2)CC1
→ 3%	-1.9%	-0.2%	6%	9%	10%	0.4%	-1%	3%
45. CC(C)OC(=O)c1ccc(NC(=O)c2cccc(-n3cnnn3)c2)cc1
→ -4%	/	1.5%	/	/	2%	0.3%[50 µM]	/	/

(next part)
Sequence of screens: NS5 inhibitors	HIV fusion peptide	RSV CPE inhibition	Salmonella PhoP GFP	GPR35 antagonists	MgcRacGAP inhibition	K1F lysis inhibition	GPR55 antagonists	Large T inhibition
46. c1cc2c(cc1Nc1nc(-c3ccc4c(c3)OCO4)cs1)OCCO2
→ 12%	11%	1.3%	-8%	16%	7%	0.1%	-4%	5%
47. COc1ccccc1NC(=O)N1CCCC(C(=O)Nc2cccc(C)c2C)C1 (centres undefined)
→ -4%	-1.0%	-0.2%	0%	3%	5%	0.5%	-13%	4%
48. CS(=O)(=O)N(Cc1ccc(F)cc1)Cc1nc2ccccc2c(=O)[nH]1
→ -1%	-1.6%	0.1%	4%	4%	7%	-0.1%	8%	8%
49. Cc1cc(C)cc(NC(=O)C2CCCN2/C=C/C(=O)C(F)(F)F)c1 (centres undefined)
→ -7%	1.2%	0.7%	-13%	4%	3%	5.0%	-3%	16%
50. Nc1ccc(/C=C/C(=O)c2cccs2)cc1
→ 11%	28%	-0.8%	5%	44%	5%	1.0%	24%	29%
51. O=C(CN1C(=O)CCSc2ccccc21)Nc1ccc(F)cc1
→ -6%	-1.0%	0.9%	-2%	12%	-1%	-0.1%	-6%	3%
52. O=S(=O)(O)c1cccc2cccc(Nc3ccccc3)c12
→ >100µM*	/	0.3%	/	/	13%	-0.2%	/	70%
53. CCOC(=O)c1sc2nc(C)nc(N3CCCCC3C)c2c1C (centres undefined)
→ /	-1.5%	11%	2%	2%	/	/	8%	16%
54. CN1CC(=O)Nc2ccc(Br)cc2C1=O
→ -4%	1.1%	1.5%	-6%	-3%	1%	0.0%	8%	6%
55. Cc1nc2nc(SCC(=O)NCCCN3CCCCC3)nn2c(C)c1Cc1ccccc1
→ 3%	-1.2%	0.5%	5%	14%	2%	-0.3%	13%	6%
56. CCOC(=O)Cn1ccc(-c2ccccc2)c(C#N)c1=O
→ -6%	-0.9%	-0.9%	3%	-8%	7%	0.3%	7%	3%
